S1P1 ag-PAM: activates or potentiates agonism at human S1P1 receptor; P21453; S1P1 CRE-bla cells, forskolin, beta-lactamase FRET, potentiator mode; S1P1 agonist co-added at EC20, 2 nM; 100% = saturating reference agonist, 0% = basal; activation, % at 9.5 µM; actives 0.57% (n = 56,000); AID 449;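 active means activation above a cutoff set at the mean activation of all tested compounds plus 3 SD, cut at about 54% in these data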;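 further: forskolin at 4 µM as EC80 and the EC20 agonist is SEW2871; 100% = SEW2871 at its EC100 plus forskolin at EC80; some compounds past the cut are filed as inactive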
Target sequence (P21453 whole entry, looked up): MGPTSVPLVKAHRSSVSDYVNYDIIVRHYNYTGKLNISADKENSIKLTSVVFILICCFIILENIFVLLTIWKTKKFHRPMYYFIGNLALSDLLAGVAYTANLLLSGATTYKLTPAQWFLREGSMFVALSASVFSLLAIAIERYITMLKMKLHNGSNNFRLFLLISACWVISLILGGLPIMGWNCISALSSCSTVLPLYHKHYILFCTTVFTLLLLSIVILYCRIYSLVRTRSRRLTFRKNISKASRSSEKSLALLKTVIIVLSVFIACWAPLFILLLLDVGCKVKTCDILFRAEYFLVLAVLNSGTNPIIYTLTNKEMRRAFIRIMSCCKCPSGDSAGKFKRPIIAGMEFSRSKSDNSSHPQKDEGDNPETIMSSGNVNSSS
Fluor 339 460: intrinsic fluorescence of library compounds, ex339/em460 – biochemical, MLSMR library, data from DPM-DC assay, artefact control, profiling panel | compound autofluorescence, ex339/em460 nm, NADH buffer; active compounds read high; 1 = no-compound wells, NADH background | fluorescence fold increase at 10 µM | actives 5.5% (n = 65,000) | AID 709;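 active means at 10 µM, mean starting fluorescence two-fold or more over control wells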;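 further: signal is the first read of a kinetic run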
HTR1E antagonist: blocks the human 5-HT1E serotonin receptor; inhibition, % at 6 µM; actives 0.99% (n = 65,000); CHO 5-HT1E Ga15 NFAT-bla reporter, FRET, antagonist; P28566;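 active means inhibition above a set limit, the mean inhibition across every tested compound plus 3 SD, cut at about 29% in these data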;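 further: signal is the 460 over 535 nm emission ratio of beta-lactamase substrate; 0% = agonist plus DMSO wells and 100% = wells without agonist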
Target sequence (P28566 whole entry, looked up): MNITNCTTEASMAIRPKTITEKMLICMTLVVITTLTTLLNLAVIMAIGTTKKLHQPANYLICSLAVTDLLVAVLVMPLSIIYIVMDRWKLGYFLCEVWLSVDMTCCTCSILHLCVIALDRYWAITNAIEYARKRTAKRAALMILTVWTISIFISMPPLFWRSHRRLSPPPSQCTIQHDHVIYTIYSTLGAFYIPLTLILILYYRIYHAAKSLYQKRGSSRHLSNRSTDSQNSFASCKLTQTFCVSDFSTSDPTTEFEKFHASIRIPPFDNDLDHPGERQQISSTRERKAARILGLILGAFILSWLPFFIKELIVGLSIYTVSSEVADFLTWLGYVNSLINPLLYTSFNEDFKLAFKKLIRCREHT
5-HT1A blocker: blocks the human serotonin 5-HT1a receptor; actives 0.68% (n = 62,000); CHO 5-HT1a Ga15 NFAT-bla reporter, antagonist mode; AID 612; P08908; inhibition, % at 10 µM;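 active means inhibition above the mean of all tested compounds plus 3 SD, cut at about 43% in these data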;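 further: receptor stimulated by 5-CT agonist at 100 nM near EC80; beta-lactamase reporter measured by ratiometric fluorescence of a cleavable substrate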
Abs 340nm: compound absorbs light at 340 nm; compound absorbance at 340 nm, fold over control; fold change at 10 µM; 65,000 tested, under 10 active;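 active means at 10 µM dose, initial 340 nm absorbance at least 2 fold that of control wells; inactive means change under 2 fold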;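 further: initial absorbance extrapolated from kinetic A340 decline of NADH oxidation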
HER2 expr 66K: lowers expression of human Her2 kinase; P04626; SKBR-3 HER2 protein level, AlphaScreen, 18-24 h; active compounds read low; HER2 level % of control, % at 10 µM; actives 0.69% (n = 65,000);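 active means HER2 level under 5% of the carrier-only control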;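 further: 100% = DMSO carrier and 0% = 500 nM PU-H71 HSP90 inhibitor; lower value means stronger loss of Her2 protein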
5HT1E ag: activates the human 5-HT1E serotonin receptor; P28566; CHO 5-HT1E Ga15 NFAT-bla reporter, FRET; 0% DMSO wells, 100% control agonist wells; activation, % at 6 µM; actives 0.69% (n = 65,000);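 active means activation above a set limit, the screen-wide mean activation plus 3 SD, cut at about 8.5% in these data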;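 further: 100% = positive control agonist at 1 µM giving full maximal response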
MMP-13 inhibitor: inhibitors of human MMP13. P45452. actives 0.07% (n = 65,000). MMP-13 fTHP FRET cleavage, Mca fluorescence. inhibition, % at 4 µM;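 active means inhibition above the mean of compound-free control plate wells plus 3 SD, cut at about 14% in these data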;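 further: 0% = DMSO wells and 100% = wells with reference MMP-13 inhibitor after basal subtraction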
S1P3 agonist: activates the human S1P3 receptor | AID 373 | actives 0.1% (n = 60,000) | Q99500 | S1P3 NFAT-BLA reporter cells, agonism, FRET ratio; relative to 1 µM S1P, basal subtracted | activation, % at 4.5 µM;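 active means activation above the screen-wide mean plus 3 SD, cut at about 4.5% in these data, passing the limit was not always enough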; further: some compounds called inactive have numbers as strong as hits
Target sequence (Q99500 whole entry, looked up): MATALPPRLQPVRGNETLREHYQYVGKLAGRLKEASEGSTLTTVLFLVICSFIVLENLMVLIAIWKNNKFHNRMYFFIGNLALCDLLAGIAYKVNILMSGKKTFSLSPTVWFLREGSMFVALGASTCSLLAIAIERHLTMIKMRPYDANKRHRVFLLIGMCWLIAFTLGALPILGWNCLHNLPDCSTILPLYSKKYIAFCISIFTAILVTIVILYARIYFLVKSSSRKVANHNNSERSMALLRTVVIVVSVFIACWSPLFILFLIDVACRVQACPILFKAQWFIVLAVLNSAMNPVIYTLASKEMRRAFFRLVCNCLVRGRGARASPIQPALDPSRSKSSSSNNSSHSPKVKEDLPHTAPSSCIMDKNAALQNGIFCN
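Material: Human S1P3 NFAT-BLA reporter CHO cells | Incubation: Overnight plating, 4 h compound 37 °C, 2 h substrate RT | Signal: FRET β-lactamase substrate fluorescence, excitation 405 nm, 460/535 nm emission ratio, background-subtracted | Compound: 4.5 µM final, single dose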
* hit, by the source's call; [ ] = another dose, or the depositor's remark.

For Cn1c(=O)c2nc(-c3ccccc3)oc2c2ccccc21 the results were S1P1 ag-PAM -3, Fluor 339 460 5*, HTR1E antagonist 9, 5-HT1A blocker 7, Abs 340nm 1.1, HER2 expr 66K 69, 5HT1E ag 0.3, MMP-13 inhibitor -123[fluorescence artefact?] and S1P3 agonist -0.1.
Screening Cc1ccc(NC(=O)CNc2cccc(C)c2C)c(C)c1 returned S1P1 ag-PAM 10, Fluor 339 460 1, HTR1E antagonist 1, 5-HT1A blocker -1, Abs 340nm 0.99, HER2 expr 66K -28*, 5HT1E ag -0.8, MMP-13 inhibitor 0 and S1P3 agonist 0.5.
For CCOc1cc(S(=O)(=O)NCc2ccc3c(c2)OCO3)ccc1F the results were S1P1 ag-PAM 5, Fluor 339 460 1.2, HTR1E antagonist -2, 5-HT1A blocker -10, Abs 340nm 1, HER2 expr 66K 90, 5HT1E ag 0.3, MMP-13 inhibitor -3 and S1P3 agonist -1.0.
`CCOc1ccc(S(=O)(=O)Nc2cc(OC)ccc2OC)cc1` gave S1P1 ag-PAM 11, Fluor 339 460 1.1, HTR1E antagonist 65*, 5-HT1A blocker 52*, Abs 340nm 1.1, HER2 expr 66K 21, 5HT1E ag -0.2, MMP-13 inhibitor 1 and S1P3 agonist -1.2.
C=CCc1c(C)nc(SCCC)[nH]c1=O was read as S1P1 ag-PAM -1, Fluor 339 460 1, HTR1E antagonist 4, Abs 340nm 1, HER2 expr 66K 169, 5HT1E ag -0.4, MMP-13 inhibitor 2 and S1P3 agonist -5.0.
Screening Cc1ccc(N(C)C(=O)N2CCN(c3ccccn3)CC2)cc1 returned S1P1 ag-PAM -9, Fluor 339 460 1.2, HTR1E antagonist -12, 5-HT1A blocker 10, Abs 340nm 0.99, HER2 expr 66K 103, 5HT1E ag 0.0, MMP-13 inhibitor -7 and S1P3 agonist -1.3.
CCOC(=O)CSc1nnc(-c2ccc(OC)cc2)n1CC was read as S1P1 ag-PAM -12, Fluor 339 460 1.1, HTR1E antagonist -8, 5-HT1A blocker 7, Abs 340nm 1, HER2 expr 66K 111, 5HT1E ag -0.1, MMP-13 inhibitor -5 and S1P3 agonist -0.3.
For N#Cc1cc2c(nc1SCc1cccnc1)CCC2 the results were S1P1 ag-PAM 17, Fluor 339 460 1.1, HTR1E antagonist 0, 5-HT1A blocker -11, Abs 340nm 1.1, HER2 expr 66K 89, 5HT1E ag -0.8, MMP-13 inhibitor 8 and S1P3 agonist 0.0.
For CC(C)C(=O)Nc1ccc(NC(=O)c2ccco2)cn1 the results were S1P1 ag-PAM 17, Fluor 339 460 1, HTR1E antagonist 7, 5-HT1A blocker 8, Abs 340nm 0.97, HER2 expr 66K 156, 5HT1E ag -0.1, MMP-13 inhibitor 2 and S1P3 agonist -0.3.
`COc1ccccc1CNC(=O)COC(=O)C1=COCCO1` gave S1P1 ag-PAM 10, Fluor 339 460 1.1, HTR1E antagonist -2, 5-HT1A blocker -6, Abs 340nm 1, HER2 expr 66K 113, 5HT1E ag -0.7, MMP-13 inhibitor -3 and S1P3 agonist 1.2.
`CCN(CC)C(=O)CSc1nnc([C@H](CCSC)NC(=O)OC(C)(C)C)o1` gave S1P1 ag-PAM -4, Fluor 339 460 1.1, HTR1E antagonist -6, 5-HT1A blocker 1, Abs 340nm 1, HER2 expr 66K 119, 5HT1E ag -0.1, MMP-13 inhibitor 0 and S1P3 agonist 0.0.
Screening CSCCC(=O)Nc1ccc(C(C)=O)cc1 returned S1P1 ag-PAM -8, Fluor 339 460 1.1, HTR1E antagonist -5, 5-HT1A blocker 8, Abs 340nm 1, HER2 expr 66K 104, 5HT1E ag -1.2, MMP-13 inhibitor 2 and S1P3 agonist -1.4.
`Cc1noc(NS(=O)(=O)c2ccc(NC(=O)c3cnc4n(c3=O)CCS4)cc2)c1C` gave S1P1 ag-PAM 10, Fluor 339 460 1, HTR1E antagonist 1, 5-HT1A blocker -15, Abs 340nm 1.1, HER2 expr 66K 117, 5HT1E ag 0.2, MMP-13 inhibitor 0 and S1P3 agonist 0.2.
For Cc1[nH]n2c(=O)cc(C(C)C)nc2c1-c1ccccc1 the results were S1P1 ag-PAM 1, Fluor 339 460 1.7, HTR1E antagonist -5, 5-HT1A blocker 9, Abs 340nm 0.97, HER2 expr 66K 85, 5HT1E ag -0.3, MMP-13 inhibitor -8 and S1P3 agonist -0.4.
For CCOC(=O)Cc1csc(NC(=O)CCc2ccc(S(=O)(=O)N3CCOCC3)cc2)n1 the results were S1P1 ag-PAM -13, Fluor 339 460 1.1, HTR1E antagonist 4, 5-HT1A blocker 9, Abs 340nm 0.99, HER2 expr 66K 86, 5HT1E ag -0.1, MMP-13 inhibitor 2 and S1P3 agonist -0.5.
Screening COc1ccc(C(=O)Nc2ccc(S(=O)(=O)Nc3onc(C)c3C)cc2)cc1 returned S1P1 ag-PAM 7, Fluor 339 460 1.1, HTR1E antagonist -6, 5-HT1A blocker 4, Abs 340nm 1, HER2 expr 66K 133, 5HT1E ag 0.3, MMP-13 inhibitor -5 and S1P3 agonist -0.4.
COc1ccc(OC)c(C2N(c3ccc(Cl)cc3)C(=O)C3CCCN32)c1 (configuration not stated) was read as S1P1 ag-PAM -1, Fluor 339 460 1.3, HTR1E antagonist -13, 5-HT1A blocker -12, Abs 340nm 1, HER2 expr 66K 82, 5HT1E ag -1.1, MMP-13 inhibitor 3 and S1P3 agonist 0.9.
For COc1cccc(-n2c(SCC(=O)Nc3cc(C)on3)nc3ccccc3c2=O)c1 the results were S1P1 ag-PAM -6, Fluor 339 460 1.1, HTR1E antagonist 0, 5-HT1A blocker 4, Abs 340nm 0.99, HER2 expr 66K 93, 5HT1E ag -0.2, MMP-13 inhibitor -2 and S1P3 agonist -0.5.
COc1ccc(C2C(C(C)=O)=C(C)Nc3ncnn32)cc1OC (configuration not stated) was read as S1P1 ag-PAM -22, Fluor 339 460 1, HTR1E antagonist 2, 5-HT1A blocker 15, Abs 340nm 1.1, HER2 expr 66K 65, 5HT1E ag 0.1, MMP-13 inhibitor 0 and S1P3 agonist -1.2.
CCOC(=O)C1C(=O)NC(N2CCN(CC)CC2)=NC1c1ccccc1 (configuration not stated) was read as S1P1 ag-PAM -3, Fluor 339 460 1.1, HTR1E antagonist -8, 5-HT1A blocker -3, Abs 340nm 1, HER2 expr 66K 79, 5HT1E ag 0.2, MMP-13 inhibitor -2 and S1P3 agonist -0.9.
COC(=O)C1CCN(C(=O)c2sc3nc(-c4ccc(F)cc4)cn3c2C)CC1 was read as S1P1 ag-PAM 9, Fluor 339 460 1, HTR1E antagonist 2, 5-HT1A blocker 4, Abs 340nm 0.97, HER2 expr 66K 90, 5HT1E ag -0.9, MMP-13 inhibitor 1 and S1P3 agonist -0.4.
For CS(=O)(=O)N(CCc1ccccc1)CC(N)=O the results were S1P1 ag-PAM 3, Fluor 339 460 1.1, HTR1E antagonist 6, 5-HT1A blocker 4, Abs 340nm 0.99, HER2 expr 66K 88, 5HT1E ag -0.8, MMP-13 inhibitor 6 and S1P3 agonist -0.9.
Screening O=C1OCCC1Sc1nc2ccccc2[nH]1 (configuration not stated) returned S1P1 ag-PAM 9, Fluor 339 460 1, HTR1E antagonist -2, 5-HT1A blocker 4, Abs 340nm 0.97, HER2 expr 66K 70, 5HT1E ag -0.3, MMP-13 inhibitor 0 and S1P3 agonist 0.2.
CCOC(=O)CSC1=C(C#N)C(c2ccco2)C(C(=O)OCc2ccccc2)=C(C)N1 (configuration not stated) was read as S1P1 ag-PAM 12, Fluor 339 460 1.2, HTR1E antagonist -1, 5-HT1A blocker -14, Abs 340nm 1.1, HER2 expr 66K 77, 5HT1E ag -0.6, MMP-13 inhibitor -1 and S1P3 agonist -1.0.
For O=C(NCc1ccccc1Cl)C1CCN(S(=O)(=O)N2CCCCC2)CC1 the results were S1P1 ag-PAM 22, Fluor 339 460 1.1, HTR1E antagonist 7, 5-HT1A blocker -3, Abs 340nm 0.99, HER2 expr 66K 64, 5HT1E ag 0.9, MMP-13 inhibitor -1 and S1P3 agonist 1.0.
COc1ccc(S(=O)(=O)Nc2ccc(C)cc2)cc1OC was read as S1P1 ag-PAM -26, Fluor 339 460 1.1, HTR1E antagonist 3, 5-HT1A blocker -6, Abs 340nm 0.98, HER2 expr 66K 87, 5HT1E ag 0.6, MMP-13 inhibitor 1 and S1P3 agonist 0.4.
For O=C1NCCCC1C(=O)NCCNC(=O)C(F)(F)F (configuration not stated) the results were S1P1 ag-PAM 13, Fluor 339 460 1.1, HTR1E antagonist 23, 5-HT1A blocker 11, Abs 340nm 1.1, HER2 expr 66K 95, 5HT1E ag -1.0, MMP-13 inhibitor 3 and S1P3 agonist -0.8.
Screening CCN(CC)CCNC(=O)C1c2ccccc2C(=O)N(C)C1c1cn(C)c2ccccc12 (configuration not stated) returned Fluor 339 460 1.1, HTR1E antagonist -11, 5-HT1A blocker 6, Abs 340nm 1.1, HER2 expr 66K 115, 5HT1E ag -0.4 and MMP-13 inhibitor -2.
Screening CC1(C)Cc2c(C#N)c(N3CCOCC3)nc(Cc3ccccc3)c2CO1 returned S1P1 ag-PAM -5, Fluor 339 460 2.3*, HTR1E antagonist 19, Abs 340nm 1, HER2 expr 66K 181, 5HT1E ag -0.3, MMP-13 inhibitor -89[fluorescence artefact?] and S1P3 agonist -2.9.
Screening O=C(COc1ccccc1)n1nc(-c2ccc(Cl)cc2)nc1NCc1ccco1 returned S1P1 ag-PAM 3, Fluor 339 460 1.1, HTR1E antagonist -1, 5-HT1A blocker 6, Abs 340nm 1.1, HER2 expr 66K 76, 5HT1E ag -0.2, MMP-13 inhibitor -4 and S1P3 agonist -0.2.

Two records drawn at random from those above:
For COc1cccc(-n2c(SCC(=O)Nc3cc(C)on3)nc3ccccc3c2=O)c1 the results were S1P1 ag-PAM -6, Fluor 339 460 1.1, HTR1E antagonist 0, 5-HT1A blocker 4, Abs 340nm 0.99, HER2 expr 66K 93, 5HT1E ag -0.2, MMP-13 inhibitor -2 and S1P3 agonist -0.5.
For CS(=O)(=O)N(CCc1ccccc1)CC(N)=O the results were S1P1 ag-PAM 3, Fluor 339 460 1.1, HTR1E antagonist 6, 5-HT1A blocker 4, Abs 340nm 0.99, HER2 expr 66K 88, 5HT1E ag -0.8, MMP-13 inhibitor 6 and S1P3 agonist -0.9.

Other records follow:
Screening CSc1nnc2c(n1)[nH]c1c(C)cccc12 returned S1P1 ag-PAM -51, Fluor 339 460 1.1, HTR1E antagonist -1, 5-HT1A blocker -1, Abs 340nm 1.1, HER2 expr 66K 86, 5HT1E ag 0.6, MMP-13 inhibitor 0 and S1P3 agonist -0.6.
COc1ccc(CCC(=O)NCc2ccco2)cc1 was read as S1P1 ag-PAM -25, Fluor 339 460 1.2, HTR1E antagonist -3, 5-HT1A blocker 11, Abs 340nm 1.1, HER2 expr 66K 93, 5HT1E ag -0.7, MMP-13 inhibitor 4 and S1P3 agonist -0.8.
CCCC1C(c2ccco2)NC(c2ccco2)CC1(C)O (configuration not stated) was read as S1P1 ag-PAM -3, Fluor 339 460 1.1, HTR1E antagonist 9, 5-HT1A blocker 16, Abs 340nm 1, HER2 expr 66K 78, 5HT1E ag 1.4, MMP-13 inhibitor -7 and S1P3 agonist 0.2.
`N#CCCn1c(C(C#N)(CCC#N)CCC#N)nc2ccccc21` gave Fluor 339 460 1, HTR1E antagonist 8, 5-HT1A blocker 3, Abs 340nm 1, HER2 expr 66K 98, 5HT1E ag 0.0, MMP-13 inhibitor 4 and S1P3 agonist -0.2.
